OX1R antag-1: antagonists of human orexin 1 receptor. CHO/OX1R cells, Fluo-8 calcium fluorescence, orexin A. inhibition, % at 5 µM. 330,000 tested, 0.43% active. AID 434989;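 active = inhibition above its plate's threshold, mean inhibition of all tested compounds on the plate plus 3 SD, cut at about 37% in these data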;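 also: 0% = orexin A challenge wells and 100% = SB-334867-A antagonist wells; not every result past the cut was called active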
Target sequence (O43613 whole entry, looked up): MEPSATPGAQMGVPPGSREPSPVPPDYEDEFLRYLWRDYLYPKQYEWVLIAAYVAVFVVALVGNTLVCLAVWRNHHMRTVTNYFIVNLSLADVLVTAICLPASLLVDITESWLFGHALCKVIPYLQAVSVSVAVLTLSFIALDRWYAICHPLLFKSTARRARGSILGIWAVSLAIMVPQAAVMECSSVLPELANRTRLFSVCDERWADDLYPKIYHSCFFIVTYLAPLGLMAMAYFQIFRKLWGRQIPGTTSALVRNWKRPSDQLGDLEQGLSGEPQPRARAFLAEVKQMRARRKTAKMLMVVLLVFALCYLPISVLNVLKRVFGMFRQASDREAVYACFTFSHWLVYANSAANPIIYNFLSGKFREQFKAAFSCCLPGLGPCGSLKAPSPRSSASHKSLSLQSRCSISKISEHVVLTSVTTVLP
CHT PAM: allosteric activators of human choline transporter CHT | CHT-expressing cells, membrane potential dye, choline EC20; active compounds read high; LV-AA mutant CHT in HEK293 cells | B-score at 10 µM | 310,000 tested, 0.49% active | AID 488977;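 active = initial fluorescence not abnormally high and integrated response B-score, plate-corrected, over 3 SD above library mean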
Target sequence (Q9GZV3 whole entry, looked up): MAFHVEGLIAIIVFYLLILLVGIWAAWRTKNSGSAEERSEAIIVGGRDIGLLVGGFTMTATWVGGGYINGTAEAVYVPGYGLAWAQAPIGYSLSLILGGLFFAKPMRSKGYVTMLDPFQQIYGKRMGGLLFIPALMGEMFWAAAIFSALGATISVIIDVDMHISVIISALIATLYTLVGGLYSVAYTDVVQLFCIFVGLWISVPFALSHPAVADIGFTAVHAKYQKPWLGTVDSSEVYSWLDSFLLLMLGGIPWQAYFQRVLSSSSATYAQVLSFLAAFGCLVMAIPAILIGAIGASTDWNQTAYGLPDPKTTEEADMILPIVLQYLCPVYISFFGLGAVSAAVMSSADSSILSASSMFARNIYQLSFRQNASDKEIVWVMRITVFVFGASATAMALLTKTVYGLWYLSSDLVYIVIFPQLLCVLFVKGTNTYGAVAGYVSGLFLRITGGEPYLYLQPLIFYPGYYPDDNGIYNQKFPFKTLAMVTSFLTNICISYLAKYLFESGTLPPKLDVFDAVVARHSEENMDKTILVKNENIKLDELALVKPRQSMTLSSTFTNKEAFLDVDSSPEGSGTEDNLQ
OX1R antag-2: antagonists of human orexin 1 receptor (OX1R) | O43613 | OX1R-expressing cells, FRET antagonist read-out | inhibition, % at 6.6 µM | 330,000 tested, 1.8% active | AID 485270; in the data active = inhibition mostly above about 38%, no sharp cut-off; inactive = mostly below about 40%;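 also: 0% = agonist challenge alone and 100% = reference antagonist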
* marks the source's active call; other numbers are inactive results; i = inactive; · = not tested or not shown.

SMILES	OX1R antag-1	CHT PAM	OX1R antag-2
CSc1ccccc1NC(=S)Nc1ccccc1C(F)(F)F	-5	i	3
Cc1cc2cccc(C)c2nc1SCC(=O)NNC(=O)c1ccco1	-11	i	6
CCC[N+]1(CC#CC2(O)CCCCC2)CCOCC1	8	i	8
Nc1c(C(=O)NCc2cccs2)nnn1CC(=O)Nc1cccc(Cl)c1	7	i	13
COc1ccc(C=O)cc1Cn1ccnc1	0	i	20
COc1ccc(-c2nc3ccccc3c(=O)o2)cc1OC	-22	i	11
N#Cc1ccc(OCC(=O)NCC2(N3CCCCC3)CCCCC2)cc1	-19	i	4
CC(C)Oc1ccc(C(=O)N/N=C/c2ccc(-c3ccc(S(=O)(=O)Nc4ncccn4)cc3)o2)cc1	-15	i	8
Cc1ccc(COC(=O)c2cc(S(=O)(=O)N3CCCCC3)ccc2N2CCOCC2)cc1	2	i	-1
O=[N+]([O-])c1ccc(CSc2ccc(-c3ccccn3)nn2)cc1	-24	i	2
CCc1nnc(NC(=O)[C@@H](NC(=O)c2cccc(S(=O)(=O)N(CC)CC)c2)C(C)C)s1	-37	i	18
O=C(Nc1cccc(S(=O)(=O)N2CCOCC2)c1)C1CC1	-20	·	-2
COC(=O)CCC(=O)OC1(C)C(=O)C2=CN(Cc3ccccc3)C(c3ccc(OC)cc3)=CC2=C(Br)C1=O (centres undefined)	-6	i	8
COc1ccc2nc(C)c3cc(C)oc3c2c1	-13	i	16
CCCOc1ccc(C2/C(=C(/O)c3ccccc3)C(=O)C(=O)N2CCCN(C)C)cc1OC (centres undefined)	4	i	7
CCS(=O)(=O)N1CCC(C(=O)NCCC2=CCCCC2)CC1	-2	i	5
O=C(C1CCN(c2ncnc3c2sc2cccc(F)c23)CC1)N1CCOCC1	-5	i	30
CCC(C)(C(=O)NC1CCCC1)N(C(=O)CNC(C)=O)c1ccccc1 (centres undefined)	-25	i	16
CCCn1c(/C=C/c2cc[n+](C)cc2)nc2ccccc21	10	i	78*
CC(=O)N1CC=CC1(CC(C)C)C(=O)NCCc1c[nH]c2ccccc12 (centres undefined)	-15	i	16
O=C(CSc1nc(-c2ccc(F)cc2)cc(C(F)(F)F)n1)NCc1cccs1	-19	i	10
Cc1ccc(SCCCCN2C(=O)NC(C)(C)C2=O)cc1	-24	i	5
COc1ccc(C(=O)NC(=S)Nc2ccc(N3CCCC3)cc2)cc1	-26	i	13
COc1ccc(Nc2sc(C(=O)c3ccc(Cl)cc3)c(N)c2C(=O)Nc2ccccc2OC)cc1	101*	i	0
CCN(CC)c1ccc(NC(=O)c2cnccn2)cc1S(=O)(=O)Nc1ccc(OC)cc1	-7	i	8
Next section:
SMILES	OX1R antag-1	CHT PAM	OX1R antag-2
Nc1ncnc(N(c2ccccc2)C2CCCCC2)c1[N+](=O)[O-]	-3	i	8
CC(NC(=O)COC(=O)CCc1nc(=O)c2ccccc2n1C)c1ccccc1 (centres undefined)	-23	i	18
Cn1c(CCNC(=O)C2CCCCC2)nc2cc([N+](=O)[O-])ccc21	-26	i	25
Cn1c2ccccc2c(=O)c2c(=O)n(-c3ccc(F)cc3)c(-c3cccs3)nc21	-3	i	7
CC(=O)Nc1ccc(/C=C(\C#N)C(=O)NC2CCCCC2)cc1	-19	i	32
Cc1[nH]n(-c2ccc([N+](=O)[O-])cc2)c(=O)c1C=NCCN1CCN(C(=O)c2ccc(Br)cc2)CC1	-36	i	18
COc1ccc([N+](=O)[O-])cc1NC(=O)C1CCCNC1=O (centres undefined)	8	i	16
O=C(Nc1nc2ccccc2n1CCN1CCOCC1)c1ccc(Cn2cc([N+](=O)[O-])cn2)o1	-15	i	10
O=C(COC(=O)CNS(=O)(=O)c1ccc(F)c(F)c1F)NC1CCCC1	-10	i	4
O=C(Cn1cnc2ccccc2c1=O)c1c[nH]c2ccccc12	-9	i	26
O=C(COC(=O)c1ccc(F)cc1)NC1CC1	-2	·	1
Cc1ccc(Cn2c(=O)n(CCC(=O)NCc3ccc4c(c3)OCO4)c(=O)c3ccccc32)cc1	-37	i	26
Fc1ccc(CSc2nnc(-c3cccnc3)o2)cc1	-13	i	7
COc1ccc2oc(C(=O)OCC(=O)NC3CC3)c(C)c2c1	-11	i	8
C1CCC(n2nnnc2CN2CCCC2)CC1	-18	i	2
C=CCNCC(=O)Nc1sc2c(c1C(=O)Nc1ccc(OC)cc1OC)CCC2	-44	i	5
Cc1ccsc1C(=O)OCC(=O)NC1CCCCC1C (centres undefined)	-12	·	13
COc1ccccc1CN1CCN(Cc2nc(Cc3ccccc3)no2)CC1	-24	i	6
COC(=O)Nc1nnc(/C=C/c2ccc(OC)cc2)s1	-8	i	21
Cc1nc2cc(NC(=O)Nc3cccc([N+](=O)[O-])c3)ccc2n1C	-20	i	5
CC1CCCCC12NC(=O)N(CC(=O)N1CCN(C(=O)c3ccco3)CC1)C2=O (centres undefined)	-9	·	-1
CC1(c2cccc(Br)c2)NC(=O)N(CC(=O)N2CCN(C(=O)c3ccco3)CC2)C1=O (centres undefined)	-9	·	5
Cc1ccc(-c2nn3cnnc3c3ccccc23)cc1C	-36	i	20
COc1ccc(CN2CCN(C(=O)c3ccc4c(c3)CCC4)CC2)cc1OC	-37	·	4
COc1ccc(NC(=O)CN(C)S(=O)(=O)c2ccc(C)cc2)c([N+](=O)[O-])c1	-1	i	10

Part of the list above in another layout.
> O=[N+]([O-])c1ccc(CSc2ccc(-c3ccccn3)nn2)cc1
- OX1R antag-1: -24
- CHT PAM: i
- OX1R antag-2: 2

> CCc1nnc(NC(=O)[C@@H](NC(=O)c2cccc(S(=O)(=O)N(CC)CC)c2)C(C)C)s1
- OX1R antag-1: -37
- CHT PAM: i
- OX1R antag-2: 18

> O=C(Nc1cccc(S(=O)(=O)N2CCOCC2)c1)C1CC1
- OX1R antag-1: -20
- CHT PAM: ·
- OX1R antag-2: -2

> COC(=O)CCC(=O)OC1(C)C(=O)C2=CN(Cc3ccccc3)C(c3ccc(OC)cc3)=CC2=C(Br)C1=O (centres undefined)
- OX1R antag-1: -6
- CHT PAM: i
- OX1R antag-2: 8

More structures.
SMILES	OX1R antag-1	CHT PAM	OX1R antag-2
Cc1ccc(Nc2ncccc2C(=O)NCc2cccs2)c(C)c1	-7	i	10
COC(=O)CSC1=C(C#N)C(c2cccc(F)c2)CC(=O)N1 (centres undefined)	3	i	-2
Cc1ccc(NC(=O)CSCC(=O)Nc2sccc2C#N)cc1	-17	i	18
COc1cc(C(=O)Nc2ccc(C(=O)c3cccs3)cc2)cc(OC)c1OC	-7	i	17
CCCOC(=O)C1[C@H]2C(=O)N(Cc3ccco3)C[C@]23C=C[C@H]1O3 (some centres undefined)	-11	i	1
Cc1c(C)n(C(=O)CN2CCC(C)CC2)c2ccccc12	-12	i	15
O=Cc1c(N2CCN(CCO)CC2)nc2ccccn2c1=O	-5	i	19
Cc1ccc(C(=O)NN2C(=O)c3ccc(S(=O)(=O)c4ccc(C(=O)O)cc4)cc3C2=O)cc1	-23	i	22
Cc1cc(OCCn2ccnc2)cc(C)c1Cl	-3	i	14
COc1cc(OC)cc(-c2c(-c3cccs3)c3cc(-c4ccc5c(c4)OCCO5)ccc3n2C)c1	-26	·	1
Cc1nnsc1C(=O)NNc1ccc(C(C)(C)C)cc1	7	i	15
Cc1cc(C)c(C#N)c(SCC(=O)C(C)(C)C)n1	-8	i	9
COc1cccc(NC2=CC(=O)CC(C)(C)C2)c1	-28	i	4
COc1ccccc1/C=C1\SC(=S)N(CCC(=O)NNC(=O)c2ccccc2O)C1=O	7	i	15
O=C(Nc1cccc(S(=O)(=O)NC2=NCCC2)c1)c1cn(-c2ccccc2)nc1-c1ccc(F)cc1	4	·	3
COc1ccc(NC(=O)COC(=O)/C=C/c2cccs2)c(OC)c1	-10	·	4
COc1cccc(NC(=O)CN2CCC(C)CC2)c1	-18	i	17
COCCSc1ccccc1C(=O)N1CCN(c2ccccc2OC)CC1	-27	i	7
Cc1ccc(C(=O)NCCNS(C)(=O)=O)cc1	-9	i	12
COc1cc(OC)cc(C(=O)Nc2ccc(-c3nc4ccccc4o3)c(O)c2)c1	-17	i	31
CC(C)(C)C(=O)Nc1ccc(-c2cnco2)cc1	-3	i	30
COc1cc(NC(=O)C2CCCN2S(=O)(=O)c2cccc3cccnc23)cc(OC)c1OC (centres undefined)	-5	i	23
Cc1cc(CCN2CCC(=O)NC2=O)ccc1OC(C)C	-12	i	27
Cc1c(Br)c([N+](=O)[O-])nn1CC(=O)NCc1cccs1	-16	i	30
Cc1cccc(-c2nnc(SCC#N)n2Cc2ccccc2)c1	-28	i	11

Some of these compounds in order of their number in OX1R antag-2, low to high.
SMILES	OX1R antag-1	OX1R antag-2
COc1cc(OC)cc(-c2c(-c3cccs3)c3cc(-c4ccc5c(c4)OCCO5)ccc3n2C)c1	-26	1
COCCSc1ccccc1C(=O)N1CCN(c2ccccc2OC)CC1	-27	7
Cc1cc(OCCn2ccnc2)cc(C)c1Cl	-3	14
Cc1nnsc1C(=O)NNc1ccc(C(C)(C)C)cc1	7	15

Random excerpt: two compounds from above, in no set order.
SMILES	OX1R antag-1	CHT PAM	OX1R antag-2
Cc1ccc(Nc2ncccc2C(=O)NCc2cccs2)c(C)c1	-7	i	10
Cn1c(CCNC(=O)C2CCCCC2)nc2cc([N+](=O)[O-])ccc21	-26	i	25

(further entries)
SMILES	OX1R antag-1	CHT PAM	OX1R antag-2
C#CCOCCOCCOCCNc1nc(N2CCN(C(=O)CCCCCCCCCCNC(=O)[C@H]([C@@H](C)CC)n3cc(CCCCN=C(N)N)nn3)CC2)nc(N2CCN(C(=O)CCCCCCCCCCNC(=O)[C@H](CO)n3cc(CCCCCN)nn3)CC2)n1	-19	i	-18
CCOc1ncccc1C(=O)OCC(=O)c1cc(OC)ccc1OC	-32	i	28
Fc1ccc(CSc2nc3ccccc3[nH]2)c2ccccc12	-39	i	34
Cc1cc(=S)nc(-c2ccccn2)[nH]1	1	i	12
COc1cc(/C=N/Nc2nc3ccccc3[nH]2)cc(Br)c1OCC(=O)N(C)C	-19	i	13
CCOc1ccc(CNC(=O)CCSCc2ccccc2F)cc1OC	-30	i	23
N#Cc1ccc(/C=N/NC(=O)c2cc(-c3cccs3)nc3ccccc23)cc1	0	i	17
CCOc1ccccc1NC1c2ccccc2C(=O)N1Cc1ccco1 (centres undefined)	-34	i	27
Nc1ccc2oc(-c3ccccc3Cl)cc(=O)c2c1O	-27	i	23
Cc1nn(-c2ccccc2)c(C)c1NC(=O)COC(=O)c1ccc(Cl)c(S(N)(=O)=O)c1	-2	i	20
O=C(Cn1cc([N+](=O)[O-])nc1[N+](=O)[O-])N1CCN(c2ccccc2)CC1	-7	i	48*
CCOC(=O)c1sc(C)c2c1NC(c1ccc(N(C)C)cc1)NC2=O (centres undefined)	-17	i	24
CCC(C)(C)C1CCc2[nH]nc(C(=O)NC3CCCCC3)c2C1 (centres undefined)	-12	i	17
COc1cc2nc(CN3CCN(S(=O)(=O)c4ccccc4C(F)(F)F)CC3)[nH]c(=O)c2cc1OC	-16	·	6
COc1ccc(NC(=O)c2ccc3c(c2)OCO3)cc1S(=O)(=O)N1CCOCC1	-2	·	10
COc1ccc(CNC(=O)COC(=O)CN2C(=O)C(C)Oc3ccc(C)cc32)cc1 (centres undefined)	-19	i	5
O=C(CSc1nc2c(c(=O)n1-c1ccccc1)SCC2)NCC1CCCO1 (centres undefined)	-20	i	19
CC(C)c1ccc(NC2CCCN(C(=O)CCN3CCCCO3)C2)cc1 (centres undefined)	-11	i	6
CC(=O)N1CCN(c2cc(N3CCc4ccccc4C3)c(F)cc2[N+](=O)[O-])CC1	-26	i	6
COc1nc(NCCc2ccc(OC)c(OC)c2)nc(Nc2ccccc2)n1	-26	i	23
O=C(OC1CCOC1=O)c1ccc(NS(=O)(=O)c2cccs2)cc1 (centres undefined)	-3	i	24
COCCNC(=O)Cn1cc(S(=O)(=O)N2CCN(c3ccccc3F)CC2)c2ccccc2c1=O	-19	i	12
COC(=O)c1c(O)ccc(Oc2ccccc2)c1C(=O)OC	2	i	22
Cc1sc2ncnc(OCC(=O)NCC3CCCO3)c2c1C (centres undefined)	-16	i	8
CCc1cccc(OCC2Cn3c(nc4c3c(=O)n(C)c(=O)n4C)O2)c1 (centres undefined)	-68	i	19
New compounds follow
SMILES	OX1R antag-1	CHT PAM	OX1R antag-2
O=C1CC2(CCN(C(=O)c3c(F)cccc3Cl)CC2)Oc2ccccc21	-11	8.7*	21
Cc1nc2ccccc2c(=O)n1/N=C1\C(=O)N(C)c2ccccc21	-10	i	30
Cc1noc(/C=C/N(C)C)c1S(=O)(=O)N1CCCC(C(=O)NC2CCCCC2C)C1 (centres undefined)	-18	i	16
CCN1C(=O)[C@H]2[C@H]3CN=C(SCc4ccc(C#N)cc4)N3[C@@](C)(C(=O)OC)[C@H]2C1=O	-5	·	5
O=C(NC(NC(=S)Nc1c(Cl)cccc1Cl)C(Cl)(Cl)Cl)OCc1ccccc1 (centres undefined)	-5	i	15
Cc1ccccc1NC(=O)C(NS(=O)(=O)c1ccc2c(c1)c(=O)n(C)c(=O)n2C)c1ccccc1 (centres undefined)	-35	i	15
COc1ccc(-c2sc3cc4c(cc3c2C#Cc2ccc(N)cc2)OCO4)cc1	3	·	9
O=C1NC[C@H](c2ccccc2)N(CCc2cc(C(F)(F)F)cc(C(F)(F)F)c2)C1=O	-11	i	22
CC(C)(O)[C@H]1Cc2cc3ccc(=O)oc3cc2O1	-18	i	16
CC(C)=CCC[C@](C)(O[C@@H]1O[C@H](CO[C@@H]2OC[C@H](O[C@@H]3OC[C@@H](O)[C@H](O)[C@H]3O)[C@H](O)[C@H]2O)[C@@H](O)[C@H](O)[C@H]1O)C1CC[C@]2(C)C1[C@H](O)CC1[C@@]3(C)CC[C@H](O)C(C)(C)C3[C@@H](O)C[C@]12C (some centres undefined)	-2	·	2
COc1ccc(N2C(=NC(=O)C3CC3)SC3CS(=O)(=O)CC32)cc1Cl (centres undefined)	-16	i	12

From PubChem BioAssay
